Screening data deposited in PubChem BioAssay by several laboratories.
Autophagy HCS = modulators of autophagy; MEF GFP-LC3 puncta imaging; test concentration mostly 10 µM; calls only at 10 µM (by protocol); 190,000 compounds, 0.98% hits; AID 463193;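 active means percentage of spot-positive cells more than 3 SD above its plate mean, without a fluorescence outlier flag or 80% toxicity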;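 further: spot-positive cell cutoff set from DMSO-treated cells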
Lipid droplet = modulators of hepatic lipid droplet formation; AML12 mouse hepatocytes, oleate lipid droplets, BODIPY imaging; inhibition, % at 6.5 µM; 240,000 compounds, 0.4% hits;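 active means lipid droplet intensity inhibited by at least 50%, with more than 500 cells counted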
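Assay system: AML12 hepatocytes (mouse); Probe or stimulus: oleic acid at 100 µM to induce lipid droplet formation; Dosing: compound at 6.5 µM only; Schedule: compound with oleate, overnight; Detection: fluorescence imaging, 20x objective, two fields per well; Measure: % inhibition of lipid droplet signal.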
T cell HTS = T cell immune modulators affecting CD8 T cell-vesicle binding | 2C CD8+ T cell-vesicle binding, flow cytometry; active compounds read low | calls only at 7 µM | 330,000 compounds, 0.068% hits | AID 2052;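 active means response, share of CD8 T cells binding vesicles, and their 90th percentile fluorescence all below set limits, cut at about 80% in these data, passing the limit was not always enough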
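Assay system – 2C mouse CD8+ T cells · Also added – QL9-loaded Drosophila micro-vesicles · Timing – Cell–vesicle co-incubation 1.5 h at 37 °C, staining 20 min on ice · Signal – flow cytometry of vesicle-bound cells · Measure – percent CD8+ FL2 mean versus row control · Controls – Peptide-free naked vesicles (low) and QL9 vesicles with 0.7% DMSO vehicle (high)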
Salmonella PhoP GFP = PhoP-dependent GFP reporter repression – Salmonella Typhimurium, primary screen (AID 1863); S. Typhimurium PhoP-regulated promoter GFP reporter, 4 h; higher % means a stronger effect; inhibition, % at 50 µM; hits with a dose series show IC50 in µM; 300,000 compounds, 0.16% hits;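 active means inhibition over 29.93%, a cutoff 3 SD above the screen mean, later confirmed by dose response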;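 further: 0% = low Mg2+ inducing control and 100% = high Mg2+ repressing control; strong numbers were not always called active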
ER stress rescue = protection against thapsigargin-triggered cell killing – 384-well, CSM14.1, ATP luminescence, primary screen (AID 1222) | cellular ATP content (survival), % at 20 µM; hits with a dose series show EC50 in µM | CSM14.1 thapsigargin-induced death rescue, ATP luminescence; higher % means a stronger effect | 190,000 tested, under 10 active;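 active means EC50 below 50 µM in the dose-response confirmation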;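 further: death triggered by thapsigargin at about 15 µM added after 2 h compound pretreatment; cell ATP read after overnight thapsigargin exposure of roughly 18 to 22 hours; normalized against plate controls of thapsigargin alone and 5% DMSO vehicle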
bCat nuc transl = alters nuclear translocation of beta-catenin in HeLa cells | immunofluorescence imaging | nuclear translocation activity, % at 5 µM | 190,000 compounds, 0.3% hits | AID 1665;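 active means nuclear translocation activity above 50% at 5 µM, with a well cell count of 50 or more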;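 further: per-cell ratio of nuclear to cytoplasmic median beta-catenin stain intensity; plate controls were DMSO negative control for no effect and GSK-3 inhibitor IX positive control for full effect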
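System: HeLa cells, endogenous beta-catenin; compound dosing: 5 µM primary single dose, 0.1% DMSO, 0.02–20 µM confirmation series; incubation: 24 h compound exposure at 37°C, 5% CO2; signal: beta-catenin immunofluorescence imaging with DAPI; evaluation: % activation, nuclear-to-cytoplasmic median beta-catenin signal ratio per cell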
Ins promoter up = MIN6 insulin promoter up-regulation; MIN6 insulin promoter-GFP reporter, high-content imaging; active compounds read high; z-score at 5 µM; 190,000 compounds, 0.3% hits;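 active means z-score above 3 at 5 µM with at least 500 cells counted in the well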
MT stabilize HCS = stabilizes microtubules in HeLa cells; HeLa tubulin immunostaining HCS, 24 h; share of cells brighter than vehicle mean+2SD; % tubulin-high responders, % at 10 µM; 200,000 compounds, 0.83% hits; AID 2205;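 active means plate Z-score above 3 for both tubulin-high and condensed-nucleus cell shares, with cell loss under 80%, at 10 µM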;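 further: anti alpha tubulin signal scored within the nucleus-defined area of each cell; some results filed as inactive read as strong as hits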
Dynein transport = blocks dynein driven cargo transport along microtubules. AID 1381. 3617.4 mouse cells, GR-EGFP nuclear translocation imaging; test concentration mostly 20 µM; stimulated with dexamethasone, 1 µM; active compounds read low. 220,000 compounds, 0.47% hits. z-score, hits read low;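 active means plate z-score of nuclear minus cytoplasmic receptor signal below a set negative limit, without overly bright fluorescence or cell loss, cut at about -3.5 in these data, passing the limit was not always enough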;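 further: z-score of nuclear minus cytoplasmic ring GR-EGFP intensity difference per well; some compounds called inactive have numbers as strong as hits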
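Buffer or medium: Induction medium lacking tetracycline, stripped serum | Also added: Dexamethasone agonist, 1.0 µM final, for 30 min | Timing: 48 h induction, 1 h compound, 30 min dex at 37 °C | Detection: Formaldehyde fixation, Hoechst nuclear stain, 10x automated fluorescence imaging | Measure: Nuclear versus cytoplasmic GR-EGFP signal, averaged per well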
Dynein transport cytoplasmic EGFP = further read-out of Dynein transport, marked with its call; z-score; measured here: cytoplasmic GR-EGFP intensity; active compounds read high
Dynein transport nuclear GR-EGFP = also measured in Dynein transport; calls as there; z-score; measured here: nuclear GR-EGFP intensity;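 lower value marks the stronger effect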
Dynein transport cell count = also measured in Dynein transport; calls as there; z-score; measured here: cell count per field
Ins promoter up cell count = recorded beside Ins promoter up, whose call it bears; cell count; measured here: cytotoxicity, nuclei count;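 total cells summed across four imaged fields per well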
Lipid droplet cells 6.5 µM = second read-out of Lipid droplet, no call of its own (marks repeat the call); cell count; measured here: cell count, cytotoxicity flag;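 cells counted across two imaged fields per well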
bCat nuc transl cell count 5 µM = recorded beside bCat nuc transl, whose call it bears; cell count; measured here: cell count, cytotoxicity flag
T cell HTS vesicle-bound % = further read-out of T cell HTS, marked with its call; double positive events, %; measured here: CD8+ vesicle-bound cell fraction;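 binding gate set so that unloaded-vesicle control wells show 10% double positive cells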
MT stabilize HCS Hoechst-high % = also measured in MT stabilize HCS; calls as there; % Hoechst-high responders; measured here: nuclear condensation Hoechst responders;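 share of cells brighter than vehicle mean plus two SD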
MT stabilize HCS cytotoxicity % = recorded beside MT stabilize HCS, whose call it bears; toxicity, %; measured here: cytotoxicity by cell density;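 0% = mean cell density of plate MIN control wells and 100% = no cells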
Autophagy HCS cell loss 18 h = also measured in Autophagy HCS; calls as there; toxicity, %; measured here: cell loss, nuclei count;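 cell loss after 18 h compound exposure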
* marks the source's active call; other numbers are inactive results; i = inactive; . = not tested or not shown; + = active, no number. Random draw from the library; overall some 3% were active at least once.

No.	Compound	Autophagy HCS	Autophagy HCS cell loss 18 h	Lipid droplet	Lipid droplet cells 6.5 µM	T cell HTS	T cell HTS vesicle-bound %	Salmonella PhoP GFP	ER stress rescue	bCat nuc transl	bCat nuc transl cell count 5 µM	Ins promoter up	Ins promoter up cell count	MT stabilize HCS	MT stabilize HCS Hoechst-high %	MT stabilize HCS cytotoxicity %	Dynein transport	Dynein transport cytoplasmic EGFP	Dynein transport nuclear GR-EGFP	Dynein transport cell count
1	COc1cc(N/N=C(\C)c2ccc(O)c(C)c2)nc(-c2ccccc2)n1	i	-8	0	739	i	58	.	2.7%	2.1	1016	-0.51	1344	1.0	0.6	4.8	-0.11	-0.12	0.46	0.28
2	O=C(CC(Nc1ccc(F)cc1)C(=O)OCC(=O)c1cccs1)c1ccccc1 (stereo unspecified)	i	14	32	611	i	47	6%	0.2%	-1.9	1219	-0.48	1475	4.4	1.9	7.0	0.25	-0.18	0.13	-0.34
3	NC(=S)N=Nc1c(O)n(Cc2ccc(Br)cc2)c2ccccc12	i	22	1	635	i	42	8%	-1.8%	8.6	1072	-0.11	1306	20	24	56	2.6	0.075	1.8	-1.9
4	CCOC(=O)Cc1csc(NC(=O)Cc2ccccc2)n1	i	6	20	712	i	23	3%	1.2%	1.5	1540	-0.33	1732	3.2	1.9	0.6	0.27	-0.068	0.31	-2.1
5	COc1ccc(-n2nc([N+](=O)[O-])c(=NCCCN3CCCC3=O)n2O)cc1	i	-7	-19	633	i	30	-5%	0.0%	-3.4	1071	-0.45	1173	3.0	3.1	10	-0.21	-0.32	0.15	-0.069
6	CC1(C)OC(=O)C(=NNc2ccccc2[N+](=O)[O-])C(=O)O1	.	.	18	699	i	13	-8%	.	0.6	1234	-0.35	980	.	.	.	-0.047	-0.21	0.065	-0.19
7	CN(C[C@H](Cc1ccccc1)N(C[C@H](Cc1ccccc1)N(CCc1cc(C(F)(F)F)cc(C(F)(F)F)c1)N=O)N=O)N=O	i	-9	-30	635	.	.	-6%	-2.0%	-2.2	1208	-1.7	1219	4.2	1.3	14	-0.64	0.086	-0.075	0.29
8	COc1ccc(/C=C2\CCCC3C2=NC(=S)NC3c2ccc(OC)cc2)cc1 (stereo unspecified)	i	3	-8	735	i	35	18%	-0.3%	56*	86*	0.17	1033	9.4	60	35	1.1	0.07	0.25	-1.1
9	CCOc1ccc(N2C(=O)/C(=C/c3ccco3)N(C)C2=S)cc1	i	1	22	551	i	43	-20%	4.1%	-0.7	1156	-0.4	1475	3.6	4.0	6.6	-1	-0.26	-0.85	0.52
10	Cc1ccc2c(CC(=O)NCCc3ccc(S(N)(=O)=O)cc3)coc2c1	.	.	-3	677	i	26	-1%	.	0.7	1380	0.02	1100	.	.	.	-0.17	-0.83	-0.42	0.009
11	CN(C(=S)NC(=O)/C=C/c1ccc(F)cc1)C1CCCCC1	i	14	-9	754	i	44	0%	-2.0%	-0.1	541	0.15	1130	7.5	2.0	0.6	-0.47	-0.26	0.34	0.61
12	O=C(O)c1cc(Cl)c(Cl)cc1C(=O)N1CCOCC1	i	-9	-1	756	i	43	1%	-2.5%	2.7	1045	0.2	944	2.1	1.7	1.0	-0.39	-0.22	0.46	0.4
13	CNC(=O)COC(=O)c1ccccc1NC(=O)c1ccco1	.	.	-9	692	i	15	2%	.	-0.9	1155	-0.59	1386	.	.	.	-0.092	-0.16	-0.33	-0.32
14	COc1cc2c3c(c1)C(C)CC(C)(C)N3C(=O)C2=O (stereo unspecified)	i	4	13	658	i	33	-10%	-1.7%	-0.6	1063	0.34	1511	3.2	2.9	2.6	-0.52	-0.25	-0.23	-0.77
15	CC(C)(C)C(=O)O/N=C(\N)Cc1ccc(-c2csnn2)cc1	.	.	12	732	i	10	-5%	.	0.2	1154	0.48	1372	.	.	.	0.4	-0.22	0.19	0.92

Results in Ins promoter up, T cell HTS vesicle-bound % and Dynein transport cytoplasmic EGFP (two entries from above):
no.	Compound	Ins promoter up	T cell HTS vesicle-bound %	Dynein transport cytoplasmic EGFP
4	CCOC(=O)Cc1csc(NC(=O)Cc2ccccc2)n1	-0.33	23	-0.068
5	COc1ccc(-n2nc([N+](=O)[O-])c(=NCCCN3CCCC3=O)n2O)cc1	-0.45	30	-0.32

(continued)
No.	Compound	Autophagy HCS	Autophagy HCS cell loss 18 h	Lipid droplet	Lipid droplet cells 6.5 µM	T cell HTS	T cell HTS vesicle-bound %	Salmonella PhoP GFP	ER stress rescue	bCat nuc transl	bCat nuc transl cell count 5 µM	Ins promoter up	Ins promoter up cell count	MT stabilize HCS	MT stabilize HCS Hoechst-high %	MT stabilize HCS cytotoxicity %	Dynein transport	Dynein transport cytoplasmic EGFP	Dynein transport nuclear GR-EGFP	Dynein transport cell count
16	O=C(NCc1cccnc1)C1CCN(C(=O)c2ccc(Cl)cc2Cl)CC1	i	18	5	649	i	30	4%	-1.7%	.	.	0.14	1390	4.1	2.6	6.3	-0.3	0.59	0.083	0.68
17	COc1ccc(CNc2nc(SCc3cc(=O)n4cc(Cl)ccc4n3)nc3ccccc23)cc1	i	4	15	710	i	38	24%	6.6%	3.0	1123	0.15	1554	3.7	1.4	3.7	-0.23	-0.13	0.027	-0.53
18	O=C(/C=C/c1ccc(F)cc1)Nc1cccc(S(=O)(=O)Nc2cccc(C(F)(F)F)c2)c1	i	11	-5	539	i	28	2%	0.2%	-1.9	1072	0.62	1468	2.8	1.8	4.2	0.11	-0.25	0.15	0.6
19	CC(C)OCC1Cn2c(nc3c2c(=O)n(C)c(=O)n3C)O1 (stereo unspecified)	i	-9	-7	711	i	62	6%	-1.5%	1.4	966	-0.02	1481	1.9	2.7	0.3	-0.055	-0.21	-0.12	0.057
20	Cc1ccc(Nc2ncccc2C(=O)O)cc1C	i	14	.	.	i	16	-35%	-2.5%	-7.1	841	-0.16	1078	1.6	1.6	8.9	-0.61	0.14	-0.2	0.64
21	COc1ccc(-n2ncc3c(N4CCc5ccccc54)ncnc32)cc1	+	12*	19	796	i	33	4%	-4.4%	-3.0	1291	-0.09	1233	4.0	1.9	3.9	-0.051	-0.042	-0.16	0.45
22	CC(C)Cn1c(SC(C)C(=O)Nc2ccc3c(c2)OCCO3)nc2ccccc2c1=O (stereo unspecified)	i	-1	.	.	.	.	4%	-1.0%	-2.8	914	-0.23	1187	3.3	1.1	4.5	0.95	-0.18	0.41	-0.76
23	O=[N+]([O-])c1ccccc1/C=C/C=N/n1c(-c2ccc(Cl)cc2)n[nH]c1=S	i	-29	.	.	i	40	-4%	-1.0%	0.0	968	0.02	1518	2.2	1.9	9.7	-0.54	-0.17	0.16	0.3
24	N#Cc1c(-c2cccnc2)c2c([nH]c1=O)-c1ccccc1OC2	.	.	-4	623	i	30	-9%	.	1.3	1285	-0.39	1133	.	.	.	0.055	-0.26	-0.078	-0.6
25	Cc1ccc(C(=O)Nc2nc3c(s2)CCCC3)o1	i	-13	1	784	i	7	-3%	-7.3%	-3.0	1210	-0.7	883	1.2	1.6	8.8	-0.56	-0.13	0.00046	1.5
26	CCOC(=O)c1cnc2ccc(OCC)cc2c1N1CCN(c2ccccc2)CC1	i	0	.	.	i	9	33%	0.9%	-5.5	1000	-2.6	1084	1.8	1.4	4.8	-0.051	-0.15	-0.14	-0.054
27	CC1C/C(=N\NC(=O)c2ccc([N+](=O)[O-])cc2)CC(C)(C)C1 (stereo unspecified)	.	.	0	704	i	32	2%	.	1.7	1356	0.35	899	.	.	.	0.36	-0.12	1.2	-1.8
28	O=C(Nc1ccccc1)C1=C[C@@H](c2ccc(Br)cc2)C[C@@H](OCc2ccc(CO)cc2)O1	i	41	24	695	.	.	-5%	-1.2%	2.2	1037	-0.13	1360	2.0	1.4	5.8	-0.19	-0.24	0.17	-0.64
29	O=[N+]([O-])c1cccc(-c2ccc3nnc(SCc4ccccn4)n3n2)c1	i	-4	-2	690	i	37	-11%	.	-1.7	1146	-0.52	1347	2.9	3.5	6.6	-1.1	-0.3	-0.63	0.68
